# Screens deposited in PubChem BioAssay by several laboratories.
# 5HT1a antag: blocks the human serotonin 5-HT1a receptor. CHO 5-HT1a Ga15 NFAT-bla reporter, antagonist mode. inhibition, % at 10 µM. 0.68% of 62,000 active. P08908;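 active = inhibition above the mean of all tested compounds plus 3 SD, cut at about 43% in these data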;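 also: receptor stimulated by 5-CT agonist at 100 nM near EC80; beta-lactamase reporter measured by ratiometric fluorescence of a cleavable substrate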
# HTR1E agonist: activates the human 5-HT1E serotonin receptor. CHO 5-HT1E Ga15 NFAT-bla reporter, FRET; 0% DMSO wells, 100% control agonist wells. P28566. 0.69% of 65,000 active. AID 574. activation, % at 6 µM;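 active = activation above a set limit, the screen-wide mean activation plus 3 SD, cut at about 8.5% in these data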;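 also: 100% = positive control agonist at 1 µM giving full maximal response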
# Target sequence (P28566 whole entry, looked up): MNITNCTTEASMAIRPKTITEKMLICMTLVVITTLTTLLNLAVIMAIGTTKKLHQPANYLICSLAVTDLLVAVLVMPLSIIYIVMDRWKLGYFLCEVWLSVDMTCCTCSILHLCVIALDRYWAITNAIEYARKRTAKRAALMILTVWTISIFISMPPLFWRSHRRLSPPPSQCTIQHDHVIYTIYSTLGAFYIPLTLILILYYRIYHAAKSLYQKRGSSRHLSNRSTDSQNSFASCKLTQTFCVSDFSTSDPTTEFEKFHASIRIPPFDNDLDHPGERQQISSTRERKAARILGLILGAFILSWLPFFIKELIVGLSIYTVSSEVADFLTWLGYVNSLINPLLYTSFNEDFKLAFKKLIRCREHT
# AP complement: orthogonal test for alternative complement pathway inhibitors. Human serum alternative complement pathway, LPS-coated ELISA, C3 deposition; tested in compound mixtures. inhibition, % at 5 µM. 0.08% of 62,000 active. AID 1235;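 active = inhibition above 30% in each of the two pooled mixtures holding the compound, so the lower value exceeds 30%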;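 also: 0% = serum in Mg-EGTA without compound and 100% = EDTA serum blank; some compounds past the cut are filed as inactive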
#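 Test system: human serum complement alternative pathway, C3 deposition onto LPS / Medium: Mg2+-EGTA GVB++ buffer containing human serum at 1:15 dilution / Probe or stimulus: Plate-bound LPS / Times: 1 h at 37 °C / Signal: ELISA with HRP anti-human C3 antibody, TMB substrate, absorbance 450 nm / Measure: percent inhibition / Repeats: two pool placements per compound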
# SF-1 act: SF-1 (human) activation | 1.9% of 65,000 active | Q13285 | activation, % at 10 µM | CHO-K1 Gal4-SF-1 LBD luciferase reporter; % increase over DMSO SF-1-specific signal | AID 522;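 active = activation above the mean activation of all tested compounds plus 3 SD, cut at about 50% in these data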
#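 Assay system: CHO-K1 cells co-transfected with Gal4 DBD–human SF-1 LBD, 5xGal4 luciferase reporter; doses: 10 µM only; incubation: 20 h compound exposure at 37 °C after 1 h cell settling; signal: luciferase light emission; evaluation: percent activation versus DMSO; repeats: one test per compound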
# HTR1E antagonist: blocks the human 5-HT1E serotonin receptor; inhibition, % at 6 µM; CHO 5-HT1E Ga15 NFAT-bla reporter, FRET, antagonist; AID 571; P28566; 0.99% of 65,000 active;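 active = inhibition above a set limit, the mean inhibition across every tested compound plus 3 SD, cut at about 29% in these data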;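 also: signal is the 460 over 535 nm emission ratio of beta-lactamase substrate; 0% = agonist plus DMSO wells and 100% = wells without agonist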
# RORa activator: activators of human nuclear receptor RORA; P35398; CHO-K1 Gal4-RORA LBD luciferase reporter, luminescence; percent increase over mock-subtracted basal signal; activation, % at 10 µM; 1.5% of 65,000 active;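 active = activation above the mean of all tested compounds plus 3 SD, cut at about 49% in these data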;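 also: 0% = DMSO-treated RORA cells and 100% = added signal equal to DMSO minus mock-transfected cells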
# S1P1 ag-PAM: agonists and agonism potentiators of human S1P1 receptor | S1P1 CRE-bla cells, forskolin, beta-lactamase FRET, potentiator mode; S1P1 agonist co-added at EC20, 2 nM; 100% = saturating reference agonist, 0% = basal | P21453 | 0.57% of 56,000 active | activation, % at 9.5 µM | AID 449;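 active = activation above a cutoff set at the mean activation of all tested compounds plus 3 SD, cut at about 54% in these data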;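 also: forskolin at 4 µM as EC80 and the EC20 agonist is SEW2871; 100% = SEW2871 at its EC100 plus forskolin at EC80; some compounds past the cut are filed as inactive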
# tolC growth inh: blocks growth of E. coli BW25113 tolC mutant | OD615 | growth inhibition, % at 10 µM (by protocol) | 2.2% of 65,000 active;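 active = growth inhibition at or above a cutoff equal to the mean over every tested compound plus 3 SD, cut at about 60% in these data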;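 also: growth measured after 20 h incubation at 37 °C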
#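 Material: E. coli BW25113 ΔtolC::kan, tolC deletion mutant strain. Measure: percent growth inhibition. Schedule: 37 °C, 20 h exposure. Doses: single-point testing at 10 µM. Signal: A615 absorbance measurement. Buffer or medium: kanamycin-containing LB broth (50 µg/mL).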
# S1P3 agonist: agonists of human S1P3 receptor; S1P3 NFAT-BLA reporter cells, agonism, FRET ratio; relative to 1 µM S1P, basal subtracted; activation, % at 4.5 µM; 0.1% of 60,000 active; AID 373; Q99500;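 active = activation above the screen-wide mean plus 3 SD, cut at about 4.5% in these data, passing the limit was not always enough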; also: some compounds called inactive have numbers as strong as hits
# Target sequence (Q99500 whole entry, looked up): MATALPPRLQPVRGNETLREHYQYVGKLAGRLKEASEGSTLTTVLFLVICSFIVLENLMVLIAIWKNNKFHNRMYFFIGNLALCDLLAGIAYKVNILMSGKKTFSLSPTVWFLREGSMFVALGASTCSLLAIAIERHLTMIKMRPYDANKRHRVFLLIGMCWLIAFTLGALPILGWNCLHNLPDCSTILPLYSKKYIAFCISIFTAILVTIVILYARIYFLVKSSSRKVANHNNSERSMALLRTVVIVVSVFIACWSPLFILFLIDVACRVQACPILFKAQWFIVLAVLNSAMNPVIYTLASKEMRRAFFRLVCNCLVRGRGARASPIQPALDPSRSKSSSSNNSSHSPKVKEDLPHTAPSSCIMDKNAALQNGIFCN
#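 material = human S1P3 NFAT-BLA reporter CHO cells | schedule = 4 h compound at 37 °C, 2 h substrate at RT | measured by = fluorescent BLA substrate, ex 405 nm, em 460/535 nm ratio | controls = 1 µM S1P reference | replication = primary once, confirmation triplicate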
# An asterisk follows results filed as active; nt = not tested or not shown. Compounds as they come; 7.1% or so of the library scored in one or more.
SMILES,5HT1a antag,HTR1E agonist,AP complement,SF-1 act,HTR1E antagonist,RORa activator,S1P1 ag-PAM,tolC growth inh,S1P3 agonist
CC(C)(C)P(=O)(CO)c1ccccc1 (centres undefined),5,-1.2,-2,15,-1,21,9,0,-1.5
O=C(NCCN1CCOCC1)c1ccc2c(c1)N(Cc1ccccc1)C(=O)CS2,-13,-0.4,-11,0,-5,-1,nt,-11,nt
Cc1cc(C(=O)COc2ncnc3sccc23)c(C)n1C,-1,0.3,-1,19,-11,35,-1,-7,-0.1
Nc1nc(SCC(=O)c2ccc(Oc3ccccc3)cc2)n[nH]1,-7,-0.3,15,24,-5,27,nt,49,-0.4
CC(C(=O)Nc1ccccc1C(=O)N1CCCC1)n1nnc2ccccc21 (centres undefined),12,-0.8,-12,-5,8,-11,-2,-5,-0.8
CCOC(=O)C1=C(C)NC(=O)NC1c1cccc(O)c1 (centres undefined),-5,-0.5,-10,2,6,1,17,-4,-0.6
NC(=O)c1ccccc1NC(=O)c1ccccc1F,3,-0.3,8,-5,-5,15,-12,-3,0.0
CC(C)(C)N(C=C(Cl)Cl)C(=O)NC1CCCCC1,-22,0.2,0,5,-5,24,12,-6,1.1
Cc1ccc(S(=O)(=O)N2CCCN(S(=O)(=O)c3ccc4c(c3)OCCO4)CC2)cc1,13,-0.7,-15,-8,9,-12,21,15,-0.4
CC(=O)N1SC(N)=NC1c1ccccc1 (centres undefined),-11,-0.4,10,2,-4,-8,15,-24,-0.3
O=c1[nH]c(Cn2nnc(-c3ccccc3)n2)nc2scc(-c3ccccc3)c12,-14,-0.3,14,-5,-9,-31,2,42,-1.0
CCC(C)(C(=O)NC1CCCCC1)N(C)C(=O)c1ccccn1 (centres undefined),21,5.8,-9,-16,5,-11,nt,-14,nt
O=S(=O)(c1cccs1)N1CN(CC2CCCO2)c2nc3ccccc3nc21 (centres undefined),-12,0.9,-9,19,-8,14,-6,19,1.0
COc1ccc(-n2nnc3c(=O)n(CC(=O)N4CCCc5ccccc54)cnc32)cc1,-14,0.8,15,13,-17,5,-3,-10,0.4
CCOC(=O)C1CCCN(CCC(C)c2ccccc2)C1 (centres undefined),-15,0.2,15,-3,-5,8,nt,-22,0.1
N#Cc1c(NC(=O)CN2CCN(S(=O)(=O)c3ccc4c(c3)OCCO4)CC2)sc2c1CCC2,-18,0.3,-5,-4,8,14,-7,15,-0.6
CC(=O)OCc1cc(=O)n(C)c(=O)n1C,2,-1.2,15,0,6,8,12,-8,0.5
CCCCCCNC(=O)Cc1nc2nc(C)cc(C)n2n1,12,0.1,3,-1,12,-6,nt,-1,nt
CCn1nnc(-c2ccccc2NC(=O)C(F)(F)F)n1,-1,0.8,1,22,3,4,-10,-1,-0.9
CCOc1ccccc1NC(=O)CSc1nnc(-c2cnccn2)n1CC,-2,0.0,7,-3,2,3,-7,11,-0.5
COCCSc1ccccc1C(=O)Nc1ccncc1,-6,0.5,31,-3,1,-11,2,-10,-0.8
COC(=O)CSc1nnc(SCc2ccc(OC)cc2)s1,0,-0.5,14,-22,-6,-23,-13,-14,-0.2
COC(=O)C1=C(N)Oc2cc(C)[nH]c(=O)c2C1c1ccncc1 (centres undefined),nt,0.3,-17,-11,-6,-16,-16,10,0.6
Cc1nn(-c2ccccc2)c(C)c1NC(=O)c1cccs1,4,-0.2,-11,-4,4,-8,21,-3,-1.7
O=C(COC(=O)CCc1c[nH]c(=O)[nH]1)Nc1ccccc1Cl,1,0.0,18,0,0,12,nt,-8,nt
CCCCC(CCC(=O)Nc1ccc(C(=O)OCC)cc1)C(=O)O (centres undefined),nt,-0.3,nt,-8,1,-5,8,2,-2.8
Cc1cc(NC(=O)C(C)(C)C)no1,-14,1.3,9,-4,-10,-10,-8,-9,-0.2
CCCCN(CCCC)S(=O)(=O)c1ccc2oc(C(=O)N3CCOCC3)c(C)c2c1,24,-0.5,2,4,4,4,14,15,-0.7
O=C(CN1C(=O)C2C3c4ccccc4C(c4ccccc43)C2C1=O)N1CCOCC1 (centres undefined),-14,0.1,6,-1,5,-4,nt,-3,-0.6
Cc1cccc(NC(=O)CSc2nnc(-c3ccncc3)n2C)c1,-6,0.6,23,-10,-5,-8,-19,-12,-0.4
COc1ccc(CNC(=O)Nc2ccc(OC)cc2)cc1,-15,0.9,14,23,-8,0,nt,-5,-0.3
Cc1cc(C)n(CCO)c(=O)n1,-3,-0.4,11,8,3,16,-6,-8,-0.6
Cc1cc(-c2ccc(F)cc2)nc2cc(C(N)=O)nn12,nt,0.0,-11,-4,2,-11,-9,9,-2.1
CCOC(=O)C(C(=O)OCC)C(C)C#CCN1CCCCC1 (centres undefined),-2,0.0,-6,0,0,-15,-3,-6,-1.3
CSc1nc(C)c2c(n1)OC(CN1C(=O)c3ccccc3C1=O)C2 (centres undefined),-12,-0.3,3,9,-12,0,-4,-16,0.7
Fc1cccc(Cl)c1CSc1nnc(COc2cccc3cccnc23)o1,-12,0.1,26,5,1,-6,nt,57,nt
O=S(=O)(Nc1ccc(-c2cn3ccsc3n2)cc1)c1ccc2c(c1)OCCO2,8,0.1,2,23,6,-2,9,40,-1.3
O=C(Oc1ccnc2cc(Cl)ccc12)N1CCCCCC1,4,0.2,-2,3,4,-13,26,19,-2.0
CCCCOc1ccc(-c2nnn(C(C)C(=O)OCC)n2)cc1 (centres undefined),-2,-0.7,-2,8,-8,-12,7,35,-1.1
CCN(CC)S(=O)(=O)c1ccc2c(c1)c(=O)c(C(=O)NCCOC)cn2C,-16,0.9,11,16,-9,-19,-22,-19,0.3

# Ordered by molar mass (descending): 3 of the compounds above.
SMILES,5HT1a antag,HTR1E agonist,AP complement,SF-1 act,HTR1E antagonist,RORa activator,S1P1 ag-PAM,tolC growth inh,S1P3 agonist
O=C(CN1C(=O)C2C3c4ccccc4C(c4ccccc43)C2C1=O)N1CCOCC1 (centres undefined),-14,0.1,6,-1,5,-4,nt,-3,-0.6
Cc1cccc(NC(=O)CSc2nnc(-c3ccncc3)n2C)c1,-6,0.6,23,-10,-5,-8,-19,-12,-0.4
O=C(Oc1ccnc2cc(Cl)ccc12)N1CCCCCC1,4,0.2,-2,3,4,-13,26,19,-2.0

# Following part
SMILES,5HT1a antag,HTR1E agonist,AP complement,SF-1 act,HTR1E antagonist,RORa activator,S1P1 ag-PAM,tolC growth inh,S1P3 agonist
CCc1ccccc1NC(=O)c1cnccn1,-11,0.3,12,-4,-10,0,nt,-9,-0.7
Clc1ccc(OCc2nnc(-c3ccccc3Br)o2)cc1,-8,-0.5,12,8,-7,17,-19,63*,0.4
Cc1ncoc1C(=O)Nc1cccc(Cl)c1C,-2,-1.6,1,-7,0,1,nt,-9,nt
C=CCN1CCN(C(CC(C)C)c2nnnn2CCOC)CC1 (centres undefined),26,-0.4,0,-15,-4,-6,-9,-34,-0.3
CCCCn1c2c(c(=O)n(C)c1=O)C(c1ccc(OC)cc1)N1CCCCCC1=N2 (centres undefined),0,1.1,4,-49,-2,0,0,41,0.0
COc1cc(-c2nnc(-c3ccncc3)o2)ccc1OCc1ccccc1,-13,0.6,-7,20,-5,0,-1,-26,0.1
COc1ccccc1NC(=O)CN(c1ccccc1F)S(C)(=O)=O,0,-0.2,8,-4,-5,-7,7,2,-1.4
O=C(CSc1nnc(-c2cccnc2)n1Cc1ccco1)c1ccc(Cl)cc1,10,-1.2,-1,-12,11,4,15,19,-0.9
COC(=O)c1c(C)[nH]c(C(C)=O)c1C,11,0.7,16,16,6,-1,7,-22,-0.9
Cc1ccc(S(=O)(=O)N(C)CCCC(=O)Nc2ccncc2)cc1,-2,0.9,7,-8,-10,21,37,-8,-1.4
CC1CCCC(NC(=O)C2CCN(S(=O)(=O)N3CCC4(CC3)OCCO4)CC2)C1C (centres undefined),0,0.2,6,0,4,19,14,-7,-1.4
O=C(c1ccco1)N1CCN(Cc2ccccc2C(F)(F)F)CC1,-2,1.0,10,-2,-9,19,-3,4,-0.7
CCCCCCNS(=O)(=O)c1ccc(OC)c(OC)c1,-5,0.2,10,-16,6,-1,-13,0,0.5
CC(C)COC(=O)Cc1c(O)c2ccccc2[nH]c1=O,-6,0.2,15,-3,3,-4,-28,-9,-1.4
Cc1noc(C)c1C(=O)OCC(=O)/C=C1\N(C)c2ccccc2C1(C)C,-5,-0.3,11,-3,-1,-10,-18,-6,-0.3
O=C(CCNS(=O)(=O)c1ccc2c(c1)CCC(=O)N2)NCc1ccc2c(c1)OCO2,-10,-0.4,10,-22,-3,8,-10,-10,-0.5
Clc1ccc2nc(N3CCCCC3)[nH]c2c1,6,-0.7,6,36,2,14,-14,12,1.0
Cc1cc(NC(=O)NC2CCCN2S(=O)(=O)c2ccc(Cl)cc2)no1 (centres undefined),-6,-0.1,9,-8,1,2,2,-6,0.7
O=C(Nc1nncs1)c1cccc(S(=O)(=O)N2CCCC2)c1,-8,1.1,7,0,-5,-7,nt,-7,0.2
Cc1ccc(-n2c(Cc3cccn3C)nnc2SCC(N)=O)cc1,-3,-0.2,9,-26,-1,-3,-51,-15,-0.4
CS(=O)(=O)N(CC(=O)NCC1CCCO1)c1cc(Cl)ccc1Cl (centres undefined),-5,0.2,8,-15,4,-5,-38,-9,-1.0
Clc1ccc(SCCn2cncn2)cc1,0,0.2,8,1,-3,-18,6,-11,-0.4
COc1ccc(-c2csc3nc(C)n(-n4cccc4)c(=O)c23)cc1,9,0.4,-6,4,1,8,-11,-6,0.6
CCOC(=O)N1CCC(Nc2c(-c3ccc(C)c(C)c3)c(=O)c2=O)CC1,3,-0.2,4,8,1,-13,20,-11,0.7
Cc1ccc(S(=O)(=O)c2nc(C)oc2NCc2ccccc2)cc1,4,-0.3,-7,-5,3,-14,-15,-4,-0.4
COc1ccc(C(=O)N2CCN(S(=O)(=O)c3ccc(C)cc3C)CC2)cc1OC,3,0.4,27,23,-3,-9,6,10,-0.9
CCOC(=O)N1CCC(N2Cc3cccc(C(=O)NCc4ccccc4OC)c3C2=O)CC1,-10,0.8,11,9,8,-21,4,14,0.8
COc1ccc(CNc2oc(Cc3cccc4ccccc34)nc2C#N)cc1,10,-0.1,0,-2,14,10,-10,59,0.0
COc1ccc(NC(=O)c2cc3ccccc3o2)cc1,-2,-0.4,-1,54*,-7,53*,-22,-1,0.5
COc1ccc2c(=O)c3c(=O)n(Cc4ccco4)c(C(C)C)nc3oc2c1,-13,1.5,10,-27,-2,28,5,5,-0.4
